NCI-60 one-dose screen, 48 h, at 10 µM unless noted. Numbers give growth in % (100 = growth as untreated, 0 = no growth, -100 = all killed).
LOX IMVI – LOX IMVI melanoma; 79,000 tested, 7.4% active
T-47D – T-47D breast cancer. 79,000 tested, 5% active
BT-549 – BT-549 breast cancer. 78,000 tested, 4.4% active. AID 1794793
HS 578T – HS 578T breast cancer. 78,000 tested, 4.1% active. AID 1794788
MALME-3M – MALME-3M melanoma. AID 1794766. 78,000 tested, 5.8% active
UACC-257 – UACC-257 melanoma; AID 1794764; 78,000 tested, 4.4% active
UACC-62 – UACC-62 melanoma; 81,000 tested, 5.4% active; AID 1794756
SK-MEL-2 – SK-MEL-2 melanoma; AID 1794763; 77,000 tested, 4.7% active
* = called active by the depositor. How the source made its calls: active means growth percent below 10; inactive means the rest.

SMILES	LOX IMVI	T-47D	BT-549	HS 578T	MALME-3M	UACC-257	UACC-62	SK-MEL-2
CCC1C(=O)OCC1Cc1cncn1C (centres undefined)	99	100	96	103	86	99	104	98

Source: PubChem BioAssay

An excerpt; the hit share may differ from the screen's.
